Assay outcomes (PubChem BioAssay)
WT yeast gro inh: growth inhibition of WT yeast, mitochondrial fusion screen. mitochondrial fusion phenotypic screen, WT strain. inhibition, % at 10 µM. 2.1% of 190,000 active; in the data active = inhibition above about 58%; tested in S. cerevisiae
Autophagy HCS: autophagy modulation, high-content screen; MEF GFP-LC3 puncta imaging; test concentration mostly 10 µM; 0.98% of 190,000 active; calls only at 10 µM (by protocol);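 active = percentage of spot-positive cells more than 3 SD above its plate mean, without a fluorescence outlier flag or 80% toxicity; inconclusive = no clear call, values can overlap the other calls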;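 also: spot-positive cell cutoff set from DMSO-treated cells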
b-catenin transl: alters nuclear translocation of beta-catenin in HeLa cells; immunofluorescence imaging; nuclear translocation activity, % at 5 µM; 0.3% of 190,000 active;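 active = nuclear translocation activity above 50% at 5 µM, with a well cell count of 50 or more; inconclusive = wells under 50 cells across six images, flagged as toxic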;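 also: per-cell ratio of nuclear to cytoplasmic median beta-catenin stain intensity; plate controls were DMSO negative control for no effect and GSK-3 inhibitor IX positive control for full effect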
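Test system: human HeLa cells, native beta-catenin. Compound dosing: 5 µM primary single dose, 0.1% DMSO, 0.02–20 µM confirmation series. Incubation: compound exposure 24 h at 37°C. Detection: beta-catenin immunostaining with DAPI counterstain, 20x imaging, 6 fields/well. Read-out basis: Nuclear/cytoplasmic beta-catenin signal ratio, % activation.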
Lipid droplet: modulators of hepatic lipid droplet formation; AML12 mouse hepatocytes, oleate lipid droplets, BODIPY imaging; AID 1656; 0.4% of 240,000 active; inhibition, % at 6.5 µM;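 active = lipid droplet intensity inhibited by at least 50%, with more than 500 cells counted; inconclusive = wells with under 300 cells, treated as cytotoxic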
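Assay system: AML12 mouse liver cells | Compound: 6.5 µM single-point dosing | Schedule: Overnight exposure | Technique: Fluorescence imaging, 20x objective, two fields per well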
Ins promoter up: MIN6 insulin promoter up-regulation. z-score at 5 µM. MIN6 insulin promoter-GFP reporter, high-content imaging; active compounds read high. 0.3% of 190,000 active. AID 1625;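 active = z-score above 3 at 5 µM with at least 500 cells counted in the well; inconclusive = wells under 500 cells, flagged as cytotoxic or low count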
MT stabilize HCS: microtubule stabilizers in HeLa cells; HeLa tubulin immunostaining HCS, 24 h; share of cells brighter than vehicle mean+2SD; % tubulin-high responders, % at 10 µM; 0.83% of 200,000 active; AID 2205;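 active = plate Z-score above 3 for both tubulin-high and condensed-nucleus cell shares, with cell loss under 80%, at 10 µM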;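 also: anti alpha tubulin signal scored within the nucleus-defined area of each cell; some results filed as inactive read as strong as hits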
West Nile antiviral: West Nile virus antiviral activity, cell-based, CPE readout (AID 1621). CPE inhibition, % at 10 µM; hits with a dose series show IC50 in µM. 0.02% of 290,000 active. West Nile virus-infected cells, CPE inhibition; higher % means a stronger effect; in the data active = a potency from the dose series; inconclusive = CPE inhibition mostly from about 3.7% at the one dose, without a potency; inactive = the rest, 99 in 100 with CPE inhibition below about 2.2%; also: strong numbers were not always called active
Myeloid diff MLP: compounds promoting myeloid differentiation; ER-HoxA9 myeloid progenitors, lysozyme-GFP differentiation, flow cytometry; calls only at 10 µM; 1% of 360,000 active;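 active = normalized GFP-positive differentiation at or above the plate's own cutoff, the solvent-only control mean plus 3 SD; inconclusive = no clear call, values can overlap the other calls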;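 also: cells exposed to compound for four days before flow analysis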
T cell modulator: T cell immune modulation candidate | AID 2052 | calls only at 7 µM | 0.068% of 330,000 active | 2C CD8+ T cell-vesicle binding, flow cytometry; active compounds read low;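 active = response, share of CD8 T cells binding vesicles, and their 90th percentile fluorescence all below set limits, cut at about 80% in these data, passing the limit was not always enough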
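Assay system: 2C TCR transgenic mouse naive CD8+ T cells, MACS-purified | Read-out: CD8+ gate FL2 mean fluorescence as % of same-row positive control | Signal: High-throughput flow cytometry with anti-B7-1 and anti-CD8 staining | Timing: Binding step 1.5 h, 37 °C, antibody labelling 20 min, ice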
WT yeast gro inh mutant strain: recorded beside WT yeast gro inh, whose call it bears; inhibition, %; mitochondrial fusion phenotypic screen, mutant strain inhibition
Ins promoter up cell count: also measured in Ins promoter up; calls as there; cell count; measured here: cytotoxicity, nuclei count;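 total cells summed across four imaged fields per well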
Lipid droplet cells 6.5 µM: second read-out of Lipid droplet, no call of its own (marks repeat the call); cell count; measured here: cell count, cytotoxicity flag;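 cells counted across two imaged fields per well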
b-catenin transl cell count 5 µM: also measured in b-catenin transl; calls as there; cell count; measured here: cell count, cytotoxicity flag
T cell modulator vesicle-bound %: second read-out of T cell modulator, no call of its own (marks repeat the call); double positive events, %; measured here: CD8+ vesicle-bound cell fraction;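 binding gate set so that unloaded-vesicle control wells show 10% double positive cells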
MT stabilize HCS Hoechst-high %: recorded beside MT stabilize HCS, whose call it bears; % Hoechst-high responders; measured here: nuclear condensation Hoechst responders;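 share of cells brighter than vehicle mean plus two SD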
MT stabilize HCS cytotoxicity %: further read-out of MT stabilize HCS, marked with its call; toxicity, %; measured here: cytotoxicity by cell density;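 0% = mean cell density of plate MIN control wells and 100% = no cells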
Autophagy HCS cell loss 18 h: recorded beside Autophagy HCS, whose call it bears; toxicity, %; measured here: cell loss, nuclei count;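 cell loss after 18 h compound exposure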
Myeloid diff MLP GFP+ MAC1+ %: recorded beside Myeloid diff MLP, whose call it bears; GFP+ MAC1+ double positive, %; measured here: differentiation confirmed by MAC1 staining
An asterisk follows results filed as active; i = inactive; ? = inconclusive; / = not tested or not shown. Outcome played no part in choosing rows; overall some 3.9% were active at least once.

Below each SMILES – WT yeast gro inh, WT yeast gro inh mutant strain, Autophagy HCS, Autophagy HCS cell loss 18 h, b-catenin transl, b-catenin transl cell count 5 µM, Lipid droplet, Lipid droplet cells 6.5 µM, Ins promoter up, Ins promoter up cell count, MT stabilize HCS, MT stabilize HCS Hoechst-high %, MT stabilize HCS cytotoxicity %, West Nile antiviral, Myeloid diff MLP, Myeloid diff MLP GFP+ MAC1+ %, T cell modulator, T cell modulator vesicle-bound %
O=C(Nc1ccn(Cc2ccc(Cl)cc2)n1)c1ccccc1
    6, 4, i, 8, -6.1, 1053, -17, 670, 0.43, 1550, 8.9, 3.3, 22, -0.8%, i, 0.1, i, 45
O=c1cc(Nc2ccc3c(c2)OCCO3)[nH]c(=O)n1-c1ccc(Cl)cc1
    3, -5, i, -11, -0.8, 1064, -1, 636, -0.47, 1899, 5.6, 7.6, 4.6, 0.5%, i, 3.4, i, 49
CCOC(=O)C1=C(C)NC(=S)NC1c1ccc(-c2ccc(Cl)cc2)o1 (stereo unspecified)
    66*, 15*, i, 15, 0.9, 552, -27, 597, -0.22, 993, 3.9, 2.6, 7.8, -0.5%, i, 0.4, i, 0
Cc1cc(C)c(S(=O)(=O)NCc2nc3nc(C)cc(C)n3n2)c(C)c1
    /, /, /, /, /, /, -1, 748, /, /, /, /, /, 0.2%, i, 1.6, i, 26
Cc1ccc(OCCNC(=O)C(=O)NCc2ccco2)cc1
    4, 1, i, -2, 38, 635, 5, 726, 0.33, 1248, 17*, 32*, 46*, -0.7%, i, 1.9, i, 57
CCC(C)NS(=O)(=O)c1ccc(OCC(=O)NCC2CCCO2)cc1 (stereo unspecified)
    9, 0, i, 0, 1.4, 1492, /, /, 1.6, 1363, 1.6, 1.0, 6.1, 0.6%, i, 1.7, i, 10
CC(=O)c1cccc(NC(=O)C2(c3ccccc3)CC2(Cl)Cl)c1 (stereo unspecified)
    -5, -16, i, -11, -2.1, 1068, 2, 675, -1.2, 1527, 2.4, 1.2, 4.2, -0.4%, i, 0.3, i, 50
Nc1nc(Nc2ccccc2)nc(N2CCOCC2)c1[N+](=O)[O-]
    3, -9, i, -13, 0.6, 918, 3, 620, -0.6, 2236, 4.1, 2.5, 11, 0.4%, i, 0.5, i, 5
COc1ccc(S(=O)(=O)N2CCSC2c2ccccc2)cc1 (stereo unspecified)
    2, -5, i, -1, -0.6, 1039, -16, 576, -0.74, 1600, 2.6, 2.2, 9.9, 0.7%, i, 0.8, i, 20
O=C(N[C@@H](Cc1ccc(Br)cc1)C(=O)O)OCC1c2ccccc2-c2ccccc21
    /, /, /, /, /, /, 4, 834, /, /, /, /, /, -0.4%, i, 1.1, i, 28
O=C(NC1CCN(S(=O)(=O)c2ccc(F)cc2)CC1)C1CCCCC1
    /, /, /, /, /, /, 0, 779, /, /, /, /, /, -0.6%, i, 0.4, i, 26
CSCCC(NC(=O)c1ccccc1)C(=O)N/N=C(\C)c1ccccc1 (stereo unspecified)
    -2, -9, i, 5, -2.1, 1049, 0, 652, -0.68, 1506, 2.3, 1.8, 8.9, -0.6%, i, 0.6, i, 13
CN(C)C(=O)/C(=C\c1ccncc1)NC(=O)c1ccccc1
    -17, -4, i, -13, -1.4, 870, -15, 731, 0.82, 1479, 2.7, 2.2, 3.7, -0.7%, i, 0.7, i, 34
CCOC(=O)N1CCC(NC(=O)Cn2ncc3c4ccccc4n(C)c3c2=O)CC1
    -13, 3, i, -13, -2.3, 1173, 24, 700, /, /, 4.0, 2.8, 3.7, 0.1%, i, 0.7, /, /
CC1CCCC(C)N1C(=O)COC(=O)Cc1ccc(F)cc1 (stereo unspecified)
    /, /, /, /, /, /, -1, 823, /, /, /, /, /, -0.5%, i, 0.4, i, 8

Next section, starting with the last two of the part before.
Below each SMILES – WT yeast gro inh, WT yeast gro inh mutant strain, Autophagy HCS, Autophagy HCS cell loss 18 h, b-catenin transl, b-catenin transl cell count 5 µM, Lipid droplet, Lipid droplet cells 6.5 µM, Ins promoter up, Ins promoter up cell count, MT stabilize HCS, MT stabilize HCS Hoechst-high %, MT stabilize HCS cytotoxicity %, West Nile antiviral, Myeloid diff MLP, Myeloid diff MLP GFP+ MAC1+ %, T cell modulator, T cell modulator vesicle-bound %
CCOC(=O)N1CCC(NC(=O)Cn2ncc3c4ccccc4n(C)c3c2=O)CC1
    -13, 3, i, -13, -2.3, 1173, 24, 700, /, /, 4.0, 2.8, 3.7, 0.1%, i, 0.7, /, /
CC1CCCC(C)N1C(=O)COC(=O)Cc1ccc(F)cc1 (stereo unspecified)
    /, /, /, /, /, /, -1, 823, /, /, /, /, /, -0.5%, i, 0.4, i, 8
CSc1oc(-c2ccco2)nc1S(=O)(=O)c1ccc(C)cc1
    /, /, /, /, /, /, -2, 804, /, /, /, /, /, 0.2%, i, 1.3, i, 30
Cc1ccc(NC(=O)c2cnn(-c3ccccc3)c2NC(=O)c2ccco2)cc1
    3, 10, i, 6, -0.9, 1162, /, /, /, /, 3.6, 4.3, 13, 0.3%, i, 2.0, i, 40
COc1ccc(C(=O)NC2CCSc3ccccc32)cc1F (stereo unspecified)
    /, /, /, /, /, /, 15, 852, /, /, /, /, /, -1.0%, i, 3.1, i, 30
N#CC1=C(N)C(C#N)(C#N)C(c2cccnc2)C2CN(C(=O)OCc3ccccc3)CC=C12 (stereo unspecified)
    2, -6, i, 9, -1.8, 1259, -13, 708, -0.36, 1075, 2.0, 1.5, 4.6, 0.7%, i, 0.6, i, 51
CCOC(=O)NCc1ccc2[nH]c(C)cc2c1
    14, 0, /, /, /, /, -15, 703, /, /, /, /, /, 1.5%, i, 0.7, i, 27
O=C(CCn1c(=O)c2sccc2n(Cc2cc(=O)n3ccccc3n2)c1=O)NCc1ccco1
    3, 6, i, 5, 1.4, 1449, /, /, 0.59, 1444, 2.5, 1.1, 7.4, 1.2%, i, 7.8, i, 26
CC(C)C(Nc1ccc(S(=O)(=O)N2CCOCC2)cc1[N+](=O)[O-])C(=O)O (stereo unspecified)
    -17, 4, i, -1, -0.1, 1064, -10, 645, -1.1, 1263, 4.2, 3.2, 6.8, ?, i, 0.6, i, 37
COc1ccc(OC)c2sc(N(CCN(C)C)C(=O)c3ccc4ccccc4c3)nc12
    /, /, /, /, /, /, 1, 742, /, /, /, /, /, 1.1%, i, 0.6, i, 43
COc1ccc(NC(=O)Nc2ccc(C(=O)N3CCOCC3)cc2)cc1OC
    /, /, /, /, /, /, -3, 803, /, /, /, /, /, -0.6%, i, 0.9, i, 69
Cc1cc(-c2nnc(CCC(=O)N(C)CCc3ccccc3)o2)no1
    /, /, /, /, 1.2, 1275, 14, 707, -0.15, 963, /, /, /, -0.1%, i, 0.4, i, 32
O=C(c1ccncc1)N1CCN(C(=O)c2ccco2)CC1
    10, 10, i, -2, -1.2, 1114, 0, 772, -0.06, 1214, 1.4, 2.0, 24, 0.2%, i, 1.4, i, 40
CC(=O)c1c(C)nn(C(C)CC(=O)O)c1C (stereo unspecified)
    6, 10, i, 6, -1.3, 473, 2, 723, /, /, 2.4, 2.0, 8.5, 0.1%, i, 0.5, i, 25
N/C(=N\OC(=O)CCCc1ccccc1)c1ccc([N+](=O)[O-])cc1
    1, -4, i, -1, 0.5, 882, -1, 632, 0.07, 1288, 4.5, 2.9, 3.7, -1.4%, i, 0.5, i, 19
CC(C)OC(=O)CN1C(=O)S/C(=C/c2ccc(N3CCCCC3)o2)C1=O
    /, /, i, -11, -3.9, 1173, 7, 766, /, /, 2.2, 1.4, 2.2, 0.0%, i, 7.8, i, 56
O=[N+]([O-])/C=C/c1cc2ccccc2[nH]1
    /, /, /, /, 0.1, 1343, 9, 808, -0.92, 998, /, /, /, 0.4%, i, 1.0, i, 31
CN(C1CCS(=O)(=O)C1)S(=O)(=O)c1ccccc1 (stereo unspecified)
    -15, 2, i, -12, 0.4, 1482, 4, 715, -0.94, 1575, 1.5, 1.5, 9.9, -0.4%, i, 0.5, i, 44
COc1ccc(C(=O)Nc2cc(C)nn2-c2cccc(F)c2)cc1OC
    /, /, /, /, /, /, -8, 811, /, /, /, /, /, 0.2%, i, 0.2, i, 61
O=C(c1ccc(Cl)cc1)c1cc(-c2ccccn2)c(N2CCOCC2)s1
    22, 17, i, 22, /, /, /, /, /, /, 5.9, 1.7, 4.1, -0.4%, i, 0.9, i, 36
CC(=O)Oc1ccc(-c2nc3cc(Cl)ccc3c(=O)o2)cc1
    /, /, /, /, /, /, 4, 857, /, /, /, /, /, 0.3%, i, 0.8, i, 59
COc1cc(/C=C/C(=O)O)cc2c1OCCO2
    2, 9, i, 7, -3.7, 1053, 1, 710, 0.28, 1406, 5.2, 2.8, 9.1, 0.1%, i, 0.2, i, 33
O=C(O)c1ccc(NC(=O)c2cccc(C(=O)Nc3ccc(C(=O)O)cc3)c2)cc1
    /, /, /, /, /, /, 7, 843, /, /, /, /, /, 0.3%, i, 0.7, i, 15
